BRCA1 expr act – activators of BRCA1 expression | hit rate 1.1% among 380,000 | Potency, µM (doses to about 46.1 µM), without a hit: top-dose activation, actives largely listed as activators | MCF7-BRCA1-FFLuc reporter, luminescence, 48 h; response scale: scaled: vehicle 0%, 10 µM genistein 100%; note: potency is the fitted concentration of half-maximal effect; nearly all actives have a fitted effect of over 80% in size; some results filed as inactive show a strong effect at the top dose
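Quantitative HTS in MCF7 cells stably reporting BRCA1 expression via firefly luciferase. Compound treatment lasts 48 h at 37 °C in phenol-red free MEM. Activation is expressed relative to genistein at 10 microM and DMSO.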
FLuc modulator – firefly luciferase modulation, counter-screen for miR-21 project. Potency, µM (top dose mostly 57.5 µM), for the others: at the top dose activity change, negative = inhibition, most hits filed as inhibitors. purified FLuc, Km substrates, luminescence inhibition. AID 588342. hit rate 6.9% among 360,000;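 note: potency is the fitted concentration of half-maximal effect; plate controls were vehicle for no effect and reference inhibitor for full effect; nearly all actives have a fitted effect of over 55% in size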
Target sequence (P08659 whole entry, looked up): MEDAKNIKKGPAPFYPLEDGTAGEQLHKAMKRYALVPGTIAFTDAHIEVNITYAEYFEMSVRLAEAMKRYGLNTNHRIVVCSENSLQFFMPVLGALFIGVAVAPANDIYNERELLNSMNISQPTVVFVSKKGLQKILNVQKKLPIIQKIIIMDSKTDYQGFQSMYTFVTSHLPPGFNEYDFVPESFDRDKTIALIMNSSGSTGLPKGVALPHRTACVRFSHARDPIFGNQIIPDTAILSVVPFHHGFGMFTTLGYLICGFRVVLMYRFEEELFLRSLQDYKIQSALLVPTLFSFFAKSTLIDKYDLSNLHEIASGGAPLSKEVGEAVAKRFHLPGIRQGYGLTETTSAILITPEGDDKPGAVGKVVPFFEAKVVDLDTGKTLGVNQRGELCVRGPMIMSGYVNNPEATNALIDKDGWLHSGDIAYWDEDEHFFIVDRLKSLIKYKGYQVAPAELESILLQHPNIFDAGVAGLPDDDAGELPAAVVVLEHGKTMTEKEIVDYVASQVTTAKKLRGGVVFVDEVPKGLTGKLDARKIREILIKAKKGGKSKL
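Purified P. pyralis luciferase (10nM final) with 10uM D-luciferin and 10uM ATP (Km levels) in 50mM Tris acetate pH 7.5, 10mM Mg acetate, 0.01% Tween-20, 0.05% BSA; qHTS 6-point titration, ~60 µM downward; luminescence read.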
RORgamma inh – ROR gamma (mouse) transcription inhibition; P51450; Drosophila S2 Gal4-RORgamma UAS-luciferase reporter, 20 h; Potency, µM (highest dose often 53.6 µM), without a hit: at the highest dose activity change, negative = inhibition, hits mostly inhibitors; hit rate 5.4% among 310,000; AID 2551; note: potency is the fitted concentration of half-maximal effect; % is set by controls: 0 for no effect and ±100 for the full control effect; nearly all actives have a fitted effect of over 60% in size
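Drosophila Schneider cells stably carrying a metallothionein-driven Gal4 DBD–ROR gamma fusion and a UAS-Photinus luciferase reporter were exposed to compound for 1 hr, then induced with copper sulfate (700 uM final) for 20 hr at ambient temperature before luminescence reading.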
NPC1 prom act – activates the NPC1 promoter | Huh7 NPC1 promoter luciferase reporter, 24 h | Potency, µM (series often up to 9.22 µM), for inactives: at the top dose activation, hits mostly activators | hit rate 2.4% among 320,000 | AID 485313;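 note: potency is the fitted concentration of half-maximal effect; % of control where 0% means no effect; nearly all actives have a fitted effect of over 60% in size; reporter is driven by a mutant NPC1 promoter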
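Stable NPC1-promoter luciferase Huh7 line; cpd (DMSO) 24 h, 37 °C, 5% CO2; Amplite luciferase reagent 10 min RT; luminescence readout. qHTS format.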
Gal4-VP16 FLuc – Gal4-VP16 reporter inhibition counter-screen | Drosophila S2 Gal4-VP16 UAS-luciferase, luminescence, 20 h | Potency, µM (highest dose often 53.6 µM), without a hit: at the highest dose activity, negative = inhibition, usual class: inhibitors | hit rate 3.5% among 310,000;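 note: Gal4-VP16 expression switched on by copper sulfate through the metallothionein promoter; potency is the fitted concentration of half-maximal effect; % is set by controls: 0 for no effect and ±100 for the full control effect; nearly all actives have a fitted effect of over 50% in size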
Menin MLL FP TR – inhibitors of human menin-MLL interaction, mutant MLL peptide; O00255; Menin + Texas Red MLL mutant peptide, fluorescence polarization; Potency, µM (titrated, usually from 61.6 µM), for inactives: at the top dose FP activity change, negative = inhibition, hits mostly inhibitors; hit rate 0.23% among 270,000; active = well fitted inhibition curve with a large enough effect in the polarisation, with a control signal flat, not every such curve was filed as active; inconclusive = small, poorly fitted or top-dose-only effect, or effect the other way, or a change in a side signal; inactive = no such curve, though single readings can be large or run the other way; the % refers to the polarisation; note: potency is the fitted concentration of half-maximal effect; % of control where 0% means no effect; many of its hits are not listed in these tables
Rab9 promoter act – activates the Rab9 promoter. hit rate 2.8% among 320,000. Huh7 Rab9 promoter-luciferase reporter, luminescence, 24 h. Potency, µM (titrated, usually from 9.22 µM), for the others: at the highest dose activation, negative = inhibition, hits mostly activators; note: potency is the fitted concentration of half-maximal effect; % of control where 0% means no effect; nearly all actives have a fitted effect of over 60% in size
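Cell-based reporter: Huh7 stable for Rab9 promoter-driven luciferase, plated in reduced-serum medium with 10% FBS at 1500 cells/well, compound-treated 24 h at 37 °C, luminescence read after 10 min reagent.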
ELG1 genotox – genotoxicity induction in ELG1-luciferase HEK293T cells. HEK293T ELG1-luciferase reporter, luminescence, 16 h. Potency, µM (series often up to 46 µM), inactives show top-dose activity change, positive = activation, usual class: activators. hit rate 1.3% among 330,000; note: potency is the fitted concentration of half-maximal effect; % of control where 0% means no effect; nearly all actives have a fitted effect of over 60% in size
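Step 1: seed 2,000 HEK293T ELG1-luciferase cells per well. Step 2: add compound or DMSO, incubate 16 hr at 37 °C. Step 3: ONE-Glo, 30 min at room temperature, read luminescence.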
p53 reactivation – re-activators of mutant p53. H1299 p53-A138V BP100-luciferase reporter, luminescence, 24 h. hit rate 0.063% among 320,000. Potency, µM (highest dose often 92.2 µM), without a hit: top-dose activity change, positive = activation, hits mostly activators; note: potency is the fitted concentration of half-maximal effect; % of control where 0% means no effect; nearly all actives have a fitted effect of over 45% in size
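p53-null H1299 cells stably carrying temperature-sensitive p53-A138V and a BP100-luciferase reporter were pinned with compounds (4-point, 1:5 series) and held 24 hrs at 37 deg C. Luminescence was read 10 min after detection reagent.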
PKM2 act – PKM2 (human) enzyme activation; purified PKM2, Kinase-Glo ATP luminescence, activation; response scale: 0% is enzyme alone, no compound; Potency, µM (highest dose often 57.5 µM), inactives show at the top dose activation, hits mostly activators; hit rate 0.34% among 260,000; AID 1631; note: potency is the fitted concentration of half-maximal effect; % is set by controls: 0 for no effect and ±100 for the full control effect; nearly all actives have a fitted effect of over 55% in size
Target sequence (P14618 whole entry, looked up): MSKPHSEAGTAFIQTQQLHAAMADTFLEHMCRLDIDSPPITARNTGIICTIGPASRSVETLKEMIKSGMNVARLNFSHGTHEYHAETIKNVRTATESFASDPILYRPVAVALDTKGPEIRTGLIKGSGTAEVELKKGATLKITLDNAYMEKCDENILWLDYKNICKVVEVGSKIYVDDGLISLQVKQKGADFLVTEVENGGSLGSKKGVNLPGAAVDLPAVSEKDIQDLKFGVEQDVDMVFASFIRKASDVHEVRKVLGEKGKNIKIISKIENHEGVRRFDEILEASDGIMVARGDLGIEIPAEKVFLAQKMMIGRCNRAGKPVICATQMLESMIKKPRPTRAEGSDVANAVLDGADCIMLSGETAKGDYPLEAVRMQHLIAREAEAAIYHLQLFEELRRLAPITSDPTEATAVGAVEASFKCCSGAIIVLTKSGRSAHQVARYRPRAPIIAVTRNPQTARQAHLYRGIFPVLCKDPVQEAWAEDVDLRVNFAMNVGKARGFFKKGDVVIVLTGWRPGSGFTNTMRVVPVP
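ATP formation by purified human PK-M2, quantified via coupled luciferase luminescence after 1 h at room temperature with 0.1 mM ADP and 0.5 mM PEP final.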
Giardia kill – Giardia lamblia killing; Giardia lamblia trophozoite viability; activity change, % at 7.66 µM, hits read low; hit rate 0.15% among 340,000; AID 540267; in the data active = activity change below about -80%; inconclusive = between about -30% and that limit;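 note: parasites exposed to compound for two days anaerobically before the ATP read; % is set by controls: 0 for no effect and ±100 for the full control effect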
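Trophozoites 100 cells/well + cpd; 48 hrs, 37 deg C, anaerobic. ATPLite 1-Step added, 15-30 min RT, luminescence read (ATP-based viability).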
* = called active by the depositor; ? = inconclusive; nt = no result given; & = joins results of further samples; [ ] = remark or other dose. Unless noted, calls come from the whole dose curve; as a rule, active = well fitted curve in the direction sought with a large enough effect; inconclusive = small, poorly fitted or top-dose-only effect, or another doubt; inactive = no such curve, though single readings can be large; an effect the other way counts as inactive or inconclusive. The list is partial (hit frequency here may not be typical).

item | mol | BRCA1 expr act | FLuc modulator | RORgamma inh | NPC1 prom act | Gal4-VP16 FLuc | Menin MLL FP TR
1 | O=C(COC(=O)c1n[nH]c2ccccc12)Nc1ccc(S(=O)(=O)N2CCCC2)cc1 | -48% | -1% | -42% | 1% | 10µM* | -17%
2 | COC(=O)c1cccnc1-n1c(=O)c2cccnc2n(Cc2ccc([N+](=O)[O-])cc2)c1=O | 16% | -2% | 1% | -8% | 2% | -1%
3 | COc1cc2ccccc2cc1C(=O)N1CCN(c2ccccn2)CC1 | -3% | 0% | -4% | 1% | -10% | ?
4 | NS(=O)(=O)c1ccc(N/N=C2/CCCCC2C2CCCCC2)c([N+](=O)[O-])c1 (configuration not stated) | -91%[inhibitor] | 1% | 18% | 1% | ? | -18%
5 | O=C(NCCSCc1ccccc1)c1ccc(Cl)c(S(=O)(=O)N2CCOCC2)c1 | -78% | 3% | ? | 0% | -2% | 8%
6 | CC1CCN(S(=O)(=O)c2ccc3c(c2)N(CC(=O)NCCCN2C(C)CCCC2C)C(=O)CO3)CC1 (configuration not stated) | -2% | 2% | -11% | -5% | 2% | nt
7 | C[C@@H]1C=C[C@](Cc2ccccc2)(C(=O)O)N1C(=O)c1ccccc1 | -6% | nt | 26% | nt | 1% | -3%
8 | OC(CN1CCCCC1)Cn1c(C(F)(F)F)nc2ccccc21 (configuration not stated) | 5% | 0% | 42% | -1% | 6% | 1%
9 | COc1ccc(C(=O)OCc2c(-c3cccc(OC)c3)ncc3ccccc23)cc1 | -21% | -13% | nt | -2% | nt | nt
10 | COc1cc(CNc2ccc3[nH]c(=O)[nH]c3c2)cc(Br)c1OCc1ccccc1F | -12% | 1%&-7% | -22% | -2% | -24% | ?
11 | Cc1cc(C(=O)Nc2ccc([N+](=O)[O-])cn2)cs1 | 3.2µM* | 11µM* | -10% | 2.5µM* | 8% | -10%
12 | Cc1ccc(CNC(=O)CCCNC(=O)c2ccc(Cl)cc2)n1C | 5% | 1% | -20% | 1% | -4% | -8%

item | Rab9 promoter act | ELG1 genotox | p53 reactivation | PKM2 act | Giardia kill
1 | -15% | -7% | 4% | 1% | 8
2 | 5% | 0% | -4% | -8% | -7
3 | -5% | -5% | -5% | -2% | 3
4 | -3% | -4% | -16% | -2% | -4
5 | -2% | -4% | 4% | 3% | 24
6 | 0% | 0% | 10% | nt | 13
7 | nt | nt | nt | 3% | -17
8 | 1% | 1% | -5% | 1% | 15
9 | 2% | -4% | -10% | nt | 4
10 | -5% | 11% | -13% | nt | 17
11 | 3.5µM* | 9.2µM* | nt | -9% | 12
12 | 3% | -2% | 0% | -2% | -7

Printed as active in BRCA1 expr act, among the entries above:
No.	smiles	BRCA1 expr act	RORgamma inh	NPC1 prom act	Menin MLL FP TR	Rab9 promoter act	p53 reactivation	PKM2 act
11	Cc1cc(C(=O)Nc2ccc([N+](=O)[O-])cn2)cs1	3.2µM*	-10%	2.5µM*	-10%	3.5µM*	nt	-9%

New compounds follow
item | mol | BRCA1 expr act | FLuc modulator | RORgamma inh | NPC1 prom act | Gal4-VP16 FLuc | Menin MLL FP TR
13 | CC1=NN(C(=O)CSCc2ccccc2)C(O)(c2ccccc2)C1 (configuration not stated) | -16% | -2% | ? | 0% | 13µM* | -16%
14 | NS(=O)(=O)c1cccc(NC(=O)CCCNC(=O)c2ccc(Cl)cc2)c1 | -38% | 2% | 1% | 1% | 1% | 0%
15 | CCOC(=O)c1nc2sc3c(c2c(=O)n1C(C)C(=O)OCC)CCCC3 (configuration not stated) | -24% | -1% | -9% | -3% | 0% | -18%
16 | Cc1cc(C)c(S(=O)(=O)Cc2ccc(Cl)cc2)c(=O)[nH]1 | 8% | -4% | 9% | -2% | 11% | 5%
17 | Cc1ccc(C)c(N2CCN(Cc3nnnn3C3CCCCC3)CC2)c1 | -24% | -4% | 25% | 0% | ? | -1%
18 | O=C(NNC(=O)c1ccccc1Cl)c1ccc(-n2cncn2)c([N+](=O)[O-])c1 | 13% | 4% | nt | -8% | nt | nt
19 | CCc1ccc(NC(=O)c2cc(-c3ccc(OC)cc3)on2)cc1 | 5% | 0% | -3% | 1% | 8% | 7%
20 | COC(=O)c1scc2c(=O)cc(C(F)(F)F)[nH]c12 | 8% | 5% | 20% | -5% | 3% | nt
21 | Clc1nc(CN2CCCCC2)nc2sc3c(c12)CCCC3 | -32% | -10% | -34% | 0% | 10% | -29%
22 | O=C(O)C1=CC[C@@H](c2ccc(Cl)cc2)N(S(=O)(=O)c2ccc(Cl)cc2)C1 | 0% | 1% | nt | -1% | nt | nt
23 | Cc1cccc(C(=O)NCCNC(=O)c2cnccn2)c1 | -21% | -4% | 3% | 1% | 5% | 0%
24 | CC(C(=O)NC1C=CS(=O)(=O)C1)N1C(=O)/C(=C/c2cccc(Cl)c2)SC1=S (configuration not stated) | -46% | 15µM* | ? | -1% | -71% | nt

item | Rab9 promoter act | ELG1 genotox | p53 reactivation | PKM2 act | Giardia kill
13 | -1% | 0% | -4% | 18% | -10
14 | -1% | 2% | 13% | -2% | -9
15 | -2% | -11% | 13% | 0% | 6
16 | -2% | 0% | 5% | -11% | 3
17 | -5% | -7% | -2% | 0% | -17
18 | -10% | 1% | -5% | nt | 0
19 | 28% | 0% | 0% | -8% | 10
20 | -1% | -3% | -2% | 18% | 22
21 | -5% | -27% | 7% | 4% | 17
22 | -2% | -1% | 2% | nt | ?
23 | 0% | -4% | 1% | nt | 10
24 | 0% | 3% | 15% | nt | ?

Next section:
item | mol | BRCA1 expr act | FLuc modulator | RORgamma inh | NPC1 prom act | Gal4-VP16 FLuc | Menin MLL FP TR
25 | CC(=O)Nc1ccc(S(=O)(=O)NNC(=O)c2sc(=S)n(C)c2C)cc1 | -10% | 0% | -24% | 1% | 4% | 7%
26 | COC(=O)Cn1c(CN2CCN(C(=O)c3ccco3)CC2)nc2c1c(=O)n(C)c(=O)n2C | 2% | -2% | 0% | -1% | -3% | 24%
27 | O=C(CSc1nnc(-c2ccco2)o1)c1ccc([N+](=O)[O-])cc1 | -12% | -2% | 0.79µM* | 5% | 0.89µM* | nt
28 | CCOc1ccc(CNC(=O)c2ccc3nc(N4CCOCC4)sc3c2)cc1 | 20% | -1% | 7% | -5% | ? | 5%
29 | O=C(O)CCCn1cc(NC(=O)COc2cc(F)ccc2[N+](=O)[O-])cn1 | -1% | -3% | -43% | -20% | 0.5µM* | 14%
30 | COC(=O)[C@]1(C)N[C@H](c2ccc(SC3CCCCC3)cc2)[C@@H]2C(=O)N(C)C(=O)[C@@H]21 | -18% | -15% | nt | 2% | nt | nt
31 | COc1ccc(NC(=S)NCc2cccn2C)cc1 | 1% | -9% | -27% | 14% | -2% | 24%
32 | Cn1c(O)c(/C=C2\C=NN=C2c2ccccc2)sc1=S | -45% | -4% | 1% | 14% | -5% | nt
33 | Cc1cc(C)nc(SCC(=O)Nc2ccc(S(=O)(=O)Nc3onc(C)c3C)cc2)n1 | -2% | 1% | -30% | 1% | 0% | 0%[11.7 µM]
34 | CN(C)c1nnnn1Cc1ccc(Cl)cc1Cl | 20% | -4% | -1% | -3% | -4% | 1%
35 | Cc1nnc(NC(=O)c2nc(S(=O)(=O)Cc3ccccc3C)ncc2Cl)s1 | -38% | -5% | 3.5µM* | -57%[inhibitor] | 0.71µM* | 30%[activator]
36 | CCn1c(-c2nn(C)cc2Cl)n[nH]c1=S | -5% | -5% | 11µM* | -3% | ? | -15%

item | Rab9 promoter act | ELG1 genotox | p53 reactivation | PKM2 act | Giardia kill
25 | -13% | 2% | 4% | -3% | 7
26 | 1% | 3% | -3% | nt | -8
27 | -1% | 0% | -3% | -7% | -3
28 | -2% | 6% | nt | -5% | -23
29 | 1% | -8% | -2% | -11% | 8
30 | -1% | -5% | -3% | nt | 12
31 | -2% | -2% | 3% | 0% | 1
32 | 3% | 0% | 1% | ? | -1
33 | -2% | 0% | -1% | 3% | ?
34 | -1% | -4% | -4% | -2% | -12
35 | -63%[inhibitor] | -21% | -39%[inhibitor] | nt | 10
36 | -2% | 10% | 3% | -23% | -7

Bioassay records: PubChem, National Center for Advancing Translational Sciences (NCATS)
